WRN inhibitor: WRN helicase (human) inhibition | Q14191 | WRN helicase unwinding, fluorescent forked duplex, kinetic | Potency, µM (doses to about 114 µM), for the others: top-dose activity change, negative = inhibition, actives largely listed as inhibitors | 0.46% of 360,000 active; further: potency means the concentration at half of the fitted maximal effect; on the % scale 0 is the no-effect control and ±100 the full control effect; nearly all actives have a fitted effect of over 55% in size
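Kinetic red-fluorescence monitoring (525/598 nm) tracks WRN helicase activity after 100 nM fluorophore-quencher forked duplex and 2 mM ATP are added to 20 nM enzyme pretreated 15 min at room temperature with compound.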
MmCpn inh: inhibitors of Methanococcus maripaludis chaperonin (MmCpn); 0.031% of 330,000 active; purified Mm-Cpn ATPase, ADP Transcreener TR-FRET; Potency, µM (titrated, usually from 76.9 µM), for the others: at the highest dose activity, negative = inhibition, actives largely listed as inhibitors; further: potency means the concentration at half of the fitted maximal effect; on the % scale 0 is the no-effect control and ±100 the full control effect; nearly all actives have a fitted effect of over 80% in size
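25 nM Mm-CPN + cpd, 10 min 37°C; + 10 uM ATP, 30 min 37°C; buffer 30 mM Tris pH 7.4, 100 mM KCl, 5 mM MgCl2, 1 mM DTT; Transcreener ADP HTRF detection 30 min RT.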
PI5P4Ka inh: blocks human PI5P4K alpha kinase activity | P48426 | PI5P4Kalpha enzyme, ADP-Glo luminescence, 60 min; hits give low values | max response, % | 1.2% of 330,000 active | AID 652105; active means max response of -50% or lower; inconclusive means between -30% and -50%; inactive means -30% or higher; further: value at the top dose of about 77 µM; on the % scale 0 is the no-effect control and ±100 the full control effect
Target sequence (P48426 whole entry, looked up): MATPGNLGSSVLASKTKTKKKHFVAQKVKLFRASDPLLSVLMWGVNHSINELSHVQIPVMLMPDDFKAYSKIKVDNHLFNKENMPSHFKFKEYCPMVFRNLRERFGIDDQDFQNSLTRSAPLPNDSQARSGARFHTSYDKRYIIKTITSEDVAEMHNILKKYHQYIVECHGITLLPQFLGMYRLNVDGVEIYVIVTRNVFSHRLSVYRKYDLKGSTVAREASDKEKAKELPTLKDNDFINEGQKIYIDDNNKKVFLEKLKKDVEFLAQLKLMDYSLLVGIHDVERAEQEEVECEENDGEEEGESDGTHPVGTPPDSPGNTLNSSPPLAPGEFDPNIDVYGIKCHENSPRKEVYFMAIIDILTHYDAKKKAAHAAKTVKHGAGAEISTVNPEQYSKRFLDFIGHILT
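Compounds were pin-transferred onto PI5P4Kalpha and substrate in HEPES pH 7.4 buffer with EGTA, CHAPS and 5% DMSO. ATP (5 microM final) started the reaction, which ran 60 minutes at room temperature before ADP-Glo detection.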
EPAC1 antag: antagonists of human EPAC1; O95398; EPAC1 GEF assay, Rap1b-BODIPY-GDP exchange fluorescence; Potency, µM (doses to about 115 µM), for inactives: top-dose activity change, negative = inhibition, actives largely listed as inhibitors; 0.14% of 360,000 active; AID 720709;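 further: potency means the concentration at half of the fitted maximal effect; plate controls were vehicle for no effect and positive control for full effect; nearly all actives have a fitted effect of over 50% in size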
EPAC2 antagonist: EPAC2 (human) antagonism; EPAC2 GEF exchange of Rap1B-BODIPY-GDP, fluorescence; Q8WZA2; 0.18% of 360,000 active; Potency, µM (titrated, usually from 114 µM), for the others: at the highest dose activity, negative = inhibition, actives largely listed as inhibitors; further: potency means the concentration at half of the fitted maximal effect; on the % scale 0 is the no-effect control and ±100 the full control effect; nearly all actives have a fitted effect of over 45% in size; many of its hits are not listed in these tables
EPAC1 ag: activates human EPAC1 exchange factor | O95398 | EPAC1 agonist qHTS, biochemical assay; response scale: 100% = response to 6.5 mM cAMP | Potency, µM (titrated, usually from 154 µM), for the others: at the top dose activation, hits mostly activators | 0.073% of 360,000 active | AID 720707; further: potency means the concentration at half of the fitted maximal effect; nearly all actives have a fitted effect of over 60% in size
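Nucleotide exchange by EPAC1 (100 nM) on Rap1B–BODIPY-GDP (250 nM) in the presence of 50 uM GDP is tracked fluorescently at 480/540 nm over 30 min. Signals are normalized to a 6.5 mM cAMP control.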
CCT modulator: modulators of cytosolic chaperonin (CCT/TRiC) activity | AID 651819 | activity change, % (test concentration not listed), hits read low | purified chaperonin ATPase assay, HTRF ADP detection, 30 min | 0.3% of 360,000 active; in the data active means activity change below about -30%; further: on the % scale 0 is the no-effect control and ±100 the full control effect
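First, chaperonin was dispensed at 40 nM or 20 nM final depending on batch activity. Next, compounds were pinned at 76 uM and ATP added at 10 uM. After 30 min at 37 °C, ADP detection reagents ran 30 min at ambient temperature.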
PLK1 PBD inh: inhibitors of human PLK1 polo-box domain binding; P53350; Plk1 PBD binding of FITC phosphopeptide, fluorescence polarization; Potency, µM, without a hit: max response, negative = inhibition, usual class: inhibitors; 2.8% of 360,000 active; AID 720504; further: potency means the concentration at half of the fitted maximal effect; series mostly up to about 57 µM; on the % scale 0 is the no-effect control and ±100 the full control effect; nearly all actives have a fitted effect of over 65% in size
Target sequence (P53350 whole entry, looked up, the tested form may be a part): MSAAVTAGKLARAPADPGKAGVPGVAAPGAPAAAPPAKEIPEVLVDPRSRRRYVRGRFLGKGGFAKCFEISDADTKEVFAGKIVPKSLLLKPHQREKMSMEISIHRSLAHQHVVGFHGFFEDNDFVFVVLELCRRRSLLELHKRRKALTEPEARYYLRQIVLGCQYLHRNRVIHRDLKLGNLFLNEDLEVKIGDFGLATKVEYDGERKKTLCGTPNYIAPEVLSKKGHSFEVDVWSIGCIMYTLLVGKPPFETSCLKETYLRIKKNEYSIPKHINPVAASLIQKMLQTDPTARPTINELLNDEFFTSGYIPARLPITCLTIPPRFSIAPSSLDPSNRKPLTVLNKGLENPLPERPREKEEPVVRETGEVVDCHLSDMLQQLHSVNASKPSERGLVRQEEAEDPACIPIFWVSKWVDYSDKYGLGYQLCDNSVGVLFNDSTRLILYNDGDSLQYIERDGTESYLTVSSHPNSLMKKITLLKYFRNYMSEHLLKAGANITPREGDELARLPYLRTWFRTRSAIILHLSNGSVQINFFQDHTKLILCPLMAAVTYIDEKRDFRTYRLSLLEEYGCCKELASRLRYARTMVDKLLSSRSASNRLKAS
* marks the source's active call; other numbers are inactive results; u = inconclusive; x = no result given; [ ] = remark or other dose. Unless noted, the call rests on the fitted dose curve; in most records, active means well fitted curve in the direction sought with a large enough effect; inconclusive means small, poorly fitted or top-dose-only effect, or another doubt; inactive means no such curve, though single readings can be large; an effect the other way counts as inactive or inconclusive. This is a subset; the hit share may differ from the screen's.

Screens in order – WRN inhibitor, MmCpn inh, PI5P4Ka inh, EPAC1 antag, EPAC2 antagonist, EPAC1 ag, CCT modulator, PLK1 PBD inh
COc1ccc(OC(=O)COc2cc(C)ccc2C)cc1
→ -5%[57.1 µM], -8%, 15, u, -5%, -3%, -5.4, 2%
COc1ccc(NC(=O)CN2C(=O)CC(C)(C)S(=O)(=O)c3ccccc32)cc1
→ 6%, 0%, 2, -10%, 3%, -3%, -0.8, 4%
O=C(CN(Cc1ccccc1)C1=NCCS1)c1ccc(Cl)cc1
→ -2%, -5%, 0, -3%, -25%, 4%, 2.0, u
O=C(CNC(=O)c1ccccc1)OCC(=O)c1c[nH]c2ccccc12
→ 3%, 2%, -1, -3%, 1%, -5%, -1.2, 5%
CSc1nnc2n(-c3ccccc3)c(=O)c3c4c(sc3n12)CCC4
→ 4%, 0%, 3, -10%, 0%, 2%, -2.0, -13%
Cc1onc(-c2ccccc2Cl)c1C(=O)Nc1cc(=O)n(C)c(=O)n1C
→ 0%, x, 3, -27%, -9%, 0%, 0.0, -4%
COc1cccc(OCc2cc(C(=O)N(C)C3CCOCC3)no2)c1
→ -8%, 0%, 7, 1%, -5%, -1%, -2.8, 15%
Oc1cc(Cl)cc(Cl)c1Cl
→ -8%, 0%, 10, -16%, -26%, 4%, -0.5, -6%
CCOC(=O)c1ccc2c(c1)nc(SCC(=O)NC(C)C)n2CC
→ -1%, 1%, x, 7%, 5%, 1%, -9.6, -5%
CCOC(=O)CNC(=O)C1c2ccccc2C(=O)N(c2ccc(OC)cc2)C1c1ccc(OC)cc1 (configuration not stated)
→ 4%, 2%, x, -14%, -3%, 3%, -2.5, -13%
CCC(O)C1CCN(C(=O)c2cc(COc3ccc4ncccc4c3)on2)CC1 (configuration not stated)
→ 9%, -1%, -1, -15%, -1%, 3%, -1.6, -4%
C/C(N)=C(/C#N)C(=O)CSc1nnc(Nc2ccccc2C)s1
→ -21%, 2%, -1, u, -4%, 7%, -3.8, -15%
CCc1noc(C)c1C(=O)Nc1ccccc1N1CCOCC1
→ -2%, -1%, -12, -4%, 4%, -34%[inhibitor], 0.3, -7%
FC(F)(F)c1ccccc1-n1c(-c2cnccn2)n[nH]c1=S
→ 3%, -2%, -1, 1%, 7%, 5%, 0.4, -10%
Cc1coc2c1c(C)cc1oc(=O)c(CC(=O)NCC(=O)N[C@H](C(=O)O)C(C)C)c(C)c12
→ -35%, -5%, -5, 0%, 1%, 3%, -1.1, -7%
CC(=O)Oc1ccc(-c2ccc(C(=O)O)cc2)cc1
→ -11%, 1%, -4, -19%, 15%, -1%, -1.7, -3%
CNS(=O)(=O)c1cccc(C(=O)Nc2cccnc2)c1
→ -4%, 1%, -5, 0%, 0%, 1%, -1.2, -9%
COc1ccc(NC(=O)c2sc3nc(N4CCOCC4)c4c(c3c2N)CC(C(C)C)OC4)c(OC)c1 (configuration not stated)
→ 10%, 3%, -1, -18%, 2%, -6%, 1.7, -26%
CC1CC2=C(NC(=S)NC2c2cccc(F)c2)/C(=C/c2cccc(F)c2)C1 (configuration not stated)
→ 3%, -1%, 8, -5%, -8%, 8%, 1.1, -28%
COc1ccc(NC(=O)CC2(Cc3ccccc3)CCOC(C)(C)C2)cc1 (configuration not stated)
→ -11%, -1%, 4, -1%, -7%, -8%, -6.3, 2%
COc1ccc(NC(=O)COc2ccccc2C#N)c(S(=O)(=O)N2CCCCC2)c1
→ -6%, 1%, -1, -19%, u, 5%, -1.6, 1%
CCOC(=O)[C@@H]1[C@H]2COc3cc(OC)ccc3[C@@H]2N2C(=O)N(c3ccccc3)C(=O)[C@]12C
→ -6%, 0%, 11, -36%, -7%, 7%, 0.3, -6%
Cc1cc(C)n2c(nc3ccccc32)c1C(=O)NCc1ccccc1
→ -7%, -4%, 2, 0%, 9%, 5%, 0.0, -10%
COc1ccccc1-n1cnnc1SCC(=O)NC1CCCC1
→ -3%, 1%, 0, -16%, -3%, 4%, -4.9, -9%
Cc1nc2cc(NCc3cccs3)ccc2n1C
→ -8%, 2%, 2, 5%, 11%, 6%, -8.1, -4%
C[C@H](NC(=O)COc1ccccc1)C(=O)OCC(=O)c1cc2ccccc2o1
→ 2%, x, u, 5%, 14%, -8%, 1.0, -7%
CCCCNC(=O)c1sc(=S)n(-c2ccccc2OC)c1N
→ 3%, 0%, x, -14%, -1%, 0%, -1.5, 27µM*
O=C(CN1C(=O)NC2(CCOc3ccccc32)C1=O)c1ccc(Br)cc1 (configuration not stated)
→ -5%, 4%, 0, 11%, -19%, 18%, -4.6, -16%
Cc1nc(NC(N)=S)sc1C(=O)Nc1ccccc1
→ 2%, -5%, x, -2%, 7%, -3%, -2.3, u
CCCNC(=O)c1ccc(SC)cc1OC
→ 7%, 1%, x, -1%, -5%, 9%, -0.4, -15%

In another format: three of the compounds above.
molecule,WRN inhibitor,MmCpn inh,PI5P4Ka inh,EPAC1 antag,EPAC2 antagonist,EPAC1 ag,CCT modulator,PLK1 PBD inh
COc1ccc(NC(=O)CC2(Cc3ccccc3)CCOC(C)(C)C2)cc1 (configuration not stated),-11%,-1%,4,-1%,-7%,-8%,-6.3,2%
COc1ccc(NC(=O)COc2ccccc2C#N)c(S(=O)(=O)N2CCCCC2)c1,-6%,1%,-1,-19%,u,5%,-1.6,1%
CCOC(=O)[C@@H]1[C@H]2COc3cc(OC)ccc3[C@@H]2N2C(=O)N(c3ccccc3)C(=O)[C@]12C,-6%,0%,11,-36%,-7%,7%,0.3,-6%

Further compounds follow:
Screens in order – WRN inhibitor, MmCpn inh, PI5P4Ka inh, EPAC1 antag, EPAC2 antagonist, EPAC1 ag, CCT modulator, PLK1 PBD inh
COCC(=O)N1CCC(Oc2ccc(C(=O)NC(C)c3nccs3)cc2)CC1 (configuration not stated)
→ -16%, -1%, -3, 7%, 9%, -7%, -2.8, 1%
O=C(NCC(O)c1nc2ccccc2[nH]1)c1cc([N+](=O)[O-])ccc1F (configuration not stated)
→ -8%, x, -1, -6%, 7%, 13%, -1.0, -5%
CCC1(C)COC2(OC1)C(=O)Nc1ccccc12 (configuration not stated)
→ -4%, 0%, 1, 1%, 7%, 6%, -2.3, -9%
C/C(=N\NC(=O)CNc1cccc(Cl)c1C)c1cccs1
→ 4%, -3%, 2, 15%, 3%, 7%, -2.7, -10%
COc1nc(NC2OC(CO)C(O)C(O)C2O)c(N)c(=O)[nH]1 (configuration not stated)
→ -5%, x, -8, 6%, 2%, -2%, -0.9, -15%
CCOC(=O)c1nnn(-c2nonc2N)c1CN(C)C1CCCCC1
→ 4%, 2%, 1, -2%, 3%, -7%, 0.2, -2%
COc1ccccc1NC(=O)C(C)OC(=O)CCNS(=O)(=O)c1ccc(C)c(C)c1 (configuration not stated)
→ 5%, 2%, 10, 15%, 10%, 2%, 0.7, 0%
Cc1ccc2c(CNCc3ccco3)cc(=O)oc2c1
→ 1%, 1%, x, 9%, 15%, 0%, -0.9, -5%
CCc1noc(C)c1C(=O)Nc1cc(S(=O)(=O)N2CCCCC2)ccc1N(C)C
→ -7%, -2%, -2, -4%, -5%, 10%, -3.0, -1%
CCOC(=O)c1c(P(=O)(N2CCOCC2)N2CCOCC2)noc1N
→ 12%, 0%, 3, -6%, 3%, -3%, -54*, -14%
COC(=O)c1cc(C(=O)OCC(=O)NCc2ccc3c(c2)OCO3)cc([N+](=O)[O-])c1
→ -3%, 0%, -1, 8%, -1%, 7%, 1.5, 8%
COc1cccc(Cn2c(=O)ccc3ccccc32)c1
→ 7%, -3%, -7, -10%, -16%[57.1 µM], -17%, -1.5, -12%
COC(=O)c1ccc(/C=N/Nc2nc(C)c(C)s2)cc1
→ -2%, -1%, 20, -14%, -4%, 10%, 1.3, -15%
O=C(c1ccc2c(c1)OCO2)N1CCC2(CC1)Oc1ccc(F)cc1C(=O)C21CC(c2ccc(Cl)cc2)=NO1 (configuration not stated)
→ -5%, 0%, -1, 4%, -3%, 11%, 0.8, -3%
COc1ccc(CCN=Cc2ccccc2O)cc1OC
→ 6%, -4%, 2, 23%, 3%, -5%, -0.8, -2%
CCOc1ccc(NS(=O)(=O)c2ccc(C(=O)N3CCCCCC3)cc2)cc1
→ -31%, 1%, 2, -26%, -2%, -4%, -8.6, -15%
Nc1nonc1-n1nnc(C(=O)N/N=C/C=C/c2ccccc2)c1CSC1=NCCS1
→ -21%, 1%, -17, -2%, 0%, 10%, 0.6, 1%
CCOc1cc(/C=N/NC(=O)c2cc3c(ccc4ccccc43)o2)ccc1O
→ -4%, 0%, -28, 5%, -6%, -11%, -2.2, 0%
CCc1nn(CC(=O)NC2CCN(Cc3ccccc3)CC2)c(=O)c2cc3cc(F)ccc3n12
→ 2%, 1%, -4, 4%, 2%, 2%, -0.2, -7%
COc1ccc(CCN(Cc2nc3ccccc3c(=O)[nH]2)C(=O)C2CC2)cc1
→ 0%, 4%, 8, 1%, 0%, 6%, -22, -4%
CCOC(=O)c1c(C(F)(F)C(F)(F)C(F)(F)C(F)(F)F)n[nH]c1C
→ -16%, -1%, 15, -25%, u, -31%[inhibitor], -2.4, -8%
CCOC(=O)c1c(-c2ccccc2)oc2cc(Br)c(O)cc12
→ -9%, -15%, 23, -30%, -27%, 16%, 0.2, 0%
COC(=O)[C@H](Cc1ccccc1)NC(=O)N(C)Cc1ccccc1
→ 8%, 0%, -2, 11%, -2%, -7%, -0.6, -6%
Cc1cnn(-c2cc(N/N=C/c3ccccc3)ncn2)c1
→ 1%, 1%, x, 15%, 11%, -2%, 0.4, -6%

5 entries from above, arranged by the value under EPAC1 antag, rising:
smiles	EPAC1 antag
CCOC(=O)c1c(P(=O)(N2CCOCC2)N2CCOCC2)noc1N	-6%
CCC1(C)COC2(OC1)C(=O)Nc1ccccc12 (configuration not stated)	1%
CCc1nn(CC(=O)NC2CCN(Cc3ccccc3)CC2)c(=O)c2cc3cc(F)ccc3n12	4%
CCOc1cc(/C=N/NC(=O)c2cc3c(ccc4ccccc43)o2)ccc1O	5%
Cc1cnn(-c2cc(N/N=C/c3ccccc3)ncn2)c1	15%

Screens from PubChem.
